# Compound activity as filed in PubChem BioAssay.
# CatL inh – blocks human cathepsin L protease activity | P07711 | purified cathepsin L, fluorogenic substrate, fluorescence | inhibition, %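 (tested at 10 µM)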 | actives 0.17% (n = 58,000); in the data active means inhibition above about 45%;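 further: 0% = enzyme with no compound and 100% = no enzyme blank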
# C1s block – blocks human complement C1s protease activity. purified C1s, fluorogenic AMC substrate, pooled mixtures. actives 0.16% (n = 62,000). mean inhibition % of two 10-compound mixtures (stronger effect = higher value), % at 5 µM (by protocol). P09871;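 active means inhibition above 20% in each of the two 10-compound mixture wells holding the compound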;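 further: 0% = enzyme wells lacking compound mixture and 100% = no-enzyme blank wells; some compounds called inactive have numbers as strong as hits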
# FXIa inh mix – blocks human factor XIa in pooled compound mixtures | P03951 | purified FXIa, fluorogenic substrate | inhibition, % at 5 µM | actives 0.19% (n = 62,000);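 further: each value is inhibition by a whole ten-compound pool holding the compound; 0% = enzyme with no mixture and 100% = wells lacking enzyme; strong numbers were not always called active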
# Hsp90 block – displaces geldanamycin probe from tumor Hsp90 | P07900 | NCI-N417 lysate Hsp90, Cy3B-geldanamycin FP displacement | actives 0.35% (n = 64,000) | inhibition, % at 30 µM;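 active means inhibition above 50%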;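 further: 0% = tracer plus lysate wells and 100% = tracer alone without lysate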
# Cathepsin G inh – blocks human cathepsin G enzyme activity | purified enzyme, AMC-tetrapeptide fluorescence, pooled mixtures | inhibition, % at 5 µM (by protocol) | actives 0.2% (n = 62,000) | P08311 | AID 581;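 active means inhibition above 20% in each of the two mixture wells holding the compound; inactive means inhibition of 20% or less in either well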;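 further: 0% = enzyme control without mixture and 100% = blank lacking enzyme; strong numbers were not always called active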
# Target sequence (P08311 21-244 limits assumed): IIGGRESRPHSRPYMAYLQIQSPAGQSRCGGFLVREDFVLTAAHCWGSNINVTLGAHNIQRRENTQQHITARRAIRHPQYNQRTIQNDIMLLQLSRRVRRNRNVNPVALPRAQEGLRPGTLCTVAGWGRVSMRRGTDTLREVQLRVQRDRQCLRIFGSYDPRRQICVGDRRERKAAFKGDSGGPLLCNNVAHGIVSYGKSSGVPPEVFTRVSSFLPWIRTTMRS
# MKP-1 inh – blocks human MKP-1 phosphatase activity. recombinant MKP-1, OMFP hydrolysis fluorescence. inhibition, %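 (compounds tested at a single concentration somewhere between 10 and 100 µM)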. actives 0.15% (n = 65,000). AID 374;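 active means inhibition above about 50%, limit read from the data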;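 further: 0% = DMSO max control wells and 100% = wells with enzyme stopped by NaOH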
# Cdc25B block – inhibitors of human Cdc25B phosphatase; P30305; recombinant Cdc25B, OMFP fluorescence Ex485/Em525; inhibition, %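 (compounds tested at 10 µM final in the well)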; actives 0.1% (n = 65,000); AID 368; in the data active means inhibition above about 50%
# Target sequence (P30305 whole entry, looked up): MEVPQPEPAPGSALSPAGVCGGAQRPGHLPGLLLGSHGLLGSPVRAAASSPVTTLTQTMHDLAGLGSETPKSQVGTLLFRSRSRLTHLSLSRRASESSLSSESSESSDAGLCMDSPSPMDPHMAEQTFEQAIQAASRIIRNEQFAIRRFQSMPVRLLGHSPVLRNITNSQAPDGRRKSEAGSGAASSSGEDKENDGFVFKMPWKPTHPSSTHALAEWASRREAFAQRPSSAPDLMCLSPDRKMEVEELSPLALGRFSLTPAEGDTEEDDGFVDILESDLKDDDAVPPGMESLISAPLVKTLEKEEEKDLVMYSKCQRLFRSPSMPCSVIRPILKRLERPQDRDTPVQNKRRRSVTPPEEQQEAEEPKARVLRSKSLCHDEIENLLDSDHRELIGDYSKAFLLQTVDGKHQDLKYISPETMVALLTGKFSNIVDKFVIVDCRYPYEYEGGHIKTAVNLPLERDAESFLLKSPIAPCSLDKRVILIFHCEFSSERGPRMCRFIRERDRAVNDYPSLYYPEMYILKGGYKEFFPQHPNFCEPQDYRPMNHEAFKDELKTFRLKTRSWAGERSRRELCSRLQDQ
# FXIIa mix inh – blocks human factor XIIa in pooled compound mixtures. actives 0.2% (n = 62,000). P00748. inhibition, % at 5 µM. purified FXIIa, fluorogenic substrate;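 further: 0% = enzyme without compound and 100% = no enzyme blank; some results filed as inactive read as strong as hits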
# HTR1A agonist – agonists of human 5-HT1a serotonin receptor; P08908; CHO 5-HT1a Ga15 NFAT-bla reporter, FRET ratio; 0% basal, 100% maximal reference agonist; activation, % at 10 µM; actives 0.56% (n = 65,000);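 active means activation above the screen-wide mean activation plus 3 SD, cut at about 19% in these data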;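 further: 0% = DMSO wells and 100% = 5-CT at EC100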
# Active calls of the source: *; . = no result given. Unless noted, no stated cut-off is given here; in the data, active means inhibition above about 20% (passing the limit was not always enough); inactive means the rest.
SMILES,CatL inh,C1s block,FXIa inh mix,Hsp90 block,Cathepsin G inh,MKP-1 inh,Cdc25B block,FXIIa mix inh,HTR1A agonist
Cc1ccc(S(=O)(=O)N2CCN(C3CC(=O)N(Cc4ccccc4)C3=O)CC2)cc1C (configuration not stated),5,2,5,-4,-1,18,-13,-30,1.8
CC(=O)c1cccc(NC(=O)NCc2cccnc2)c1,7,5,3,-7,8,0,-11,3,-0.4
CCOc1ccc(OCC)c(NC(=O)c2ccc(CNc3c(N4CCOCC4)c(=O)c3=O)cc2)c1,13,11,7,-2,10,41,10,-2,-2.1
Cc1nn(Cc2ccc(F)cc2)c(C)c1NC(=O)c1cc(-c2ccco2)on1,-4,0,9,0,4,10,-2,-6,-3.0
Clc1ccc(OCc2nnc(SCCN3CCCCC3)n2Cc2ccco2)cc1,11,4,6,-1,3,-11,-17,-5,3.0
CC1(C(=O)O)CCC(C(=O)NCCc2ccccc2)C1(C)C (configuration not stated),2,-1,5,-3,-2,4,1,11,-3.1
CCn1c2ccccc2c2nnc(SCC(=O)NCc3cccs3)nc21,.,2,2,.,10,6,-12,-3,1.4
CCOC(=O)c1cc2sccc2n1CC(=O)N1CCCc2ccccc21,9,3,1,2,-1,-2,3,1,1.1
Cc1nc2c(-c3ccccc3)c(C)nn2c(C)c1CCC(=O)NCc1ccco1,0,16,8,-2,14,-1,1,1,-0.9
COc1ccc(-n2c(C)cc(C(=O)CSc3nnc(-c4cccs4)o3)c2C)cc1,-5,3,-1,-4,8,-9,-12,3,-0.2
O=C(NCCN1CCCC1)C1COc2ccccc2O1 (configuration not stated),1,1,-4,-5,0,2,-2,3,0.5
COc1ccccc1-c1cn(S(=O)(=O)c2ccc(F)cc2)nc1N,10,-9,7,4,8,-14,-1,-1,1.3

# The closing 4 compounds of the part before are carried over, then new ones follow:
SMILES,CatL inh,C1s block,FXIa inh mix,Hsp90 block,Cathepsin G inh,MKP-1 inh,Cdc25B block,FXIIa mix inh,HTR1A agonist
Cc1nc2c(-c3ccccc3)c(C)nn2c(C)c1CCC(=O)NCc1ccco1,0,16,8,-2,14,-1,1,1,-0.9
COc1ccc(-n2c(C)cc(C(=O)CSc3nnc(-c4cccs4)o3)c2C)cc1,-5,3,-1,-4,8,-9,-12,3,-0.2
O=C(NCCN1CCCC1)C1COc2ccccc2O1 (configuration not stated),1,1,-4,-5,0,2,-2,3,0.5
COc1ccccc1-c1cn(S(=O)(=O)c2ccc(F)cc2)nc1N,10,-9,7,4,8,-14,-1,-1,1.3
C=CCNc1sc(C(=O)C(C)(C)C)c(N)c1C#N,17,40,5,3,-4,7,1,4,-4.3
CCOCCCNS(=O)(=O)c1ccc2c(c1)CCN2C(=O)CC,3,-20,6,0,-11,22,-7,4,-1.2
CCSc1nnc(NC(=O)c2csc3c2CCC(C)C3)s1 (configuration not stated),-8,-38,-6,1,4,9,-3,6,-0.2
Cn1nnnc1SCC(=O)N1CCN(C(c2ccccc2)c2ccccc2)CC1,3,43,6,0,-3,10,-17,3,0.2
COc1cc(O)c(NC(C)=O)c2nonc12,.,-22,9,-6,3,10,-3,-10,3.7
O/N=C(\c1ccc(Cl)cc1)c1cc2ccccc2o1,16,-24,-2,-2,-2,7,9,7,-1.6
CC1(C)CC(CCC(=O)Nc2ccccc2Cl)C(=O)O1 (configuration not stated),4,6,-1,-2,10,9,-20,19,0.0
COc1ccc(-c2nn(CCC(=O)O)cc2CCC(=O)O)cc1,12,11,7,-1,8,4,-11,8,-1.4
O=C(NCCc1ccccc1)C1CC(c2ccccc2O)=NO1 (configuration not stated),0,3,-5,0,13,-10,-1,3,0.7
CC1(C)C=Cc2c(c3ccccc3[nH]c2=O)O1,-5,5,7,-1,8,-7,-14,10,-1.9
COc1ccc(CN(CCCN2CCOCC2)S(=O)(=O)N(C)C)cc1OC,18,1,-1,-4,9,-38,4,1,-2.9
Clc1ccc(Cl)c2sc(N3CCOCC3)nc12,-4,-16,2,-1,-2,3,-2,12,-3.4

# Results in Hsp90 block, HTR1A agonist and C1s block, for 2 of the compounds above:
Molecule	Hsp90 block	HTR1A agonist	C1s block
COc1ccc(CN(CCCN2CCOCC2)S(=O)(=O)N(C)C)cc1OC	-4	-2.9	1
Clc1ccc(Cl)c2sc(N3CCOCC3)nc12	-1	-3.4	-16

# Reprinted from the listing (7 entries):
SMILES,CatL inh,C1s block,FXIa inh mix,Hsp90 block,Cathepsin G inh,MKP-1 inh,Cdc25B block,FXIIa mix inh,HTR1A agonist
O/N=C(\c1ccc(Cl)cc1)c1cc2ccccc2o1,16,-24,-2,-2,-2,7,9,7,-1.6
CC1(C)CC(CCC(=O)Nc2ccccc2Cl)C(=O)O1 (configuration not stated),4,6,-1,-2,10,9,-20,19,0.0
COc1ccc(-c2nn(CCC(=O)O)cc2CCC(=O)O)cc1,12,11,7,-1,8,4,-11,8,-1.4
O=C(NCCc1ccccc1)C1CC(c2ccccc2O)=NO1 (configuration not stated),0,3,-5,0,13,-10,-1,3,0.7
CC1(C)C=Cc2c(c3ccccc3[nH]c2=O)O1,-5,5,7,-1,8,-7,-14,10,-1.9
COc1ccc(CN(CCCN2CCOCC2)S(=O)(=O)N(C)C)cc1OC,18,1,-1,-4,9,-38,4,1,-2.9
Clc1ccc(Cl)c2sc(N3CCOCC3)nc12,-4,-16,2,-1,-2,3,-2,12,-3.4

# Next part.
SMILES,CatL inh,C1s block,FXIa inh mix,Hsp90 block,Cathepsin G inh,MKP-1 inh,Cdc25B block,FXIIa mix inh,HTR1A agonist
Cc1[nH]c2ccccc2c1Cc1nnc(SCC(N)=O)o1,-5,-11,8,-3,1,4,-7,10,-0.9
CCOC(=O)CSc1ncnc2c1cnn2-c1ccc(C)cc1,6,-5,-1,-3,9,-20,-14,2,-2.1
COc1ccc(-c2noc(CCCOc3ccccc3)n2)cc1OC,11,-12,10,1,-2,4,4,-3,2.3
O=c1c2c(nc3c(-c4ccccc4)c[nH]n13)CCCC2,37,27,19,.,14,9,-10,3,0.0
Cc1oc(-c2ccccc2Cl)nc1CSCC(=O)N1CCCC1,3,-11,6,0,2,13,-22,2,-0.6
CCOC(=O)C(C(=O)OCC)C(C#N)c1ccccc1 (configuration not stated),-2,16,4,0,11,-6,9,0,-4.5
COc1ccccc1C(=O)Nc1ccc2c(c1)OCCO2,13,-22,-5,-3,6,-8,-1,11,-3.0
Cc1cccc2cc(CN(Cc3ccc(F)cc3)Cc3nnnn3C3CCCC3)c(=O)[nH]c12,-12,-10,6,-3,-2,26,-16,-16,0.0
O=C(Nc1nnc(Cc2ccccc2)s1)c1cccs1,5,3,4,-2,-3,9,-5,6,-0.5
Cc1ccc(C2C3CSCC=C3C(C#N)=C(N)C2(C#N)C#N)cc1 (configuration not stated),-4,14,5,-11,13,14,-4,1,-1.8
Cc1ccc(-c2cc(C(=O)N3CCN(C(=O)c4ccco4)CC3)no2)cc1,6,15,11,1,8,19,-11,6,-1.3
CCn1c(SCC(=O)N2c3ccccc3Sc3ccccc32)nnc1-c1ccco1,7,-1,-1,3,-1,9,-4,5,0.2
CCOc1ccc(C2CC(c3cccc(OC)c3OC)n3nnnc3N2)cc1Cl (configuration not stated),17,-22,7,3,-9,31,12,13,-0.3
Cc1cc(NC(=O)CCC(=O)N(Cc2cccs2)C(C(=O)NC2CCCC2)c2ccncc2)no1 (configuration not stated),11,-1,9,-1,-1,16,14,1,0.9
COc1ccc(OC)c(C2/C(=C(/O)c3cnn(-c4ccccc4)c3C)C(=O)C(=O)N2CCN(C)C)c1 (configuration not stated),3,.,.,0,.,-15,20,.,0.3
C=CCn1c(SCC(=O)N2CCN(c3ccc(F)cc3)CC2)nnc1-c1cccs1,.,-27,4,-4,1,4,-14,12,0.7
C=CCC(NCc1ccco1)c1ccc(OC)cc1OC (configuration not stated),1,-63,-63,1,-40,4,-2,10,-0.7
COc1ccc(C2CC(=O)C3=C(C2)Nc2ncnn2C3c2ccccc2C)cc1 (configuration not stated),23,2,9,-4,1,24,0,-17,2.8
CCN(CC)CCCN(Cc1cc2cc3c(cc2[nH]c1=O)OCCO3)C(=O)Nc1ccc(F)cc1,1,-4,5,2,-5,3,5,7,0.6
CCOC(=O)n1ccc(C(=O)Nc2ccccc2F)n1,-2,3,0,-2,-1,0,8,8,-1.1
CCCCCNC(=O)c1ccc2c(=O)[nH]c3c(C(=O)NCC4CCCO4)sc(=S)n3c2c1 (configuration not stated),3,0,0,-6,7,55*,-4,-4,-0.9
COCc1cc(CN2CCCC2)c(O)c2ncccc12,.,-138,-27,5,-18,5,-7,4,-0.2
Cc1cc(C)n(C(=O)c2cccc(S(=O)(=O)N3CCOCC3)c2)n1,11,6,-1,-1,-11,-7,-10,11,0.6
Nn1c(SCC(=O)N2CCCc3ccccc32)nnc1-c1ccc(Cl)cc1,13,-1,6,-2,0,5,22,4,-2.9
NC(=O)C(Cc1ccccc1)NS(=O)(=O)c1ccc(N2CCCC2=O)cc1 (configuration not stated),9,-14,2,-2,-1,-4,-12,-20,-1.8
CSCCC(=O)Nc1ccc(C(C)=O)cc1,5,17,4,2,10,5,-9,7,-1.8
O=C(C1CC1)N1CCC(c2nc(-c3ccc(S(=O)(=O)NCC4CCCO4)cc3)no2)CC1 (configuration not stated),-19,12,6,-2,5,8,-11,13,-1.7
COc1ccc(S(=O)(=O)N2CCC(N3CCCCC3)CC2)cc1,-8,.,.,-3,.,-3,0,.,-0.8
CC1CCN(CC(=O)NCc2ccccc2)CC1,16,4,10,-11,2,6,-5,14,-1.0
CCOc1ccc2nc(NC(=O)C(NS(=O)(=O)c3cccs3)C(C)C)sc2c1 (configuration not stated),12,16,2,0,10,-6,-7,-25,0.8
Cc1cc(C)n2cc(CSc3nnc(N)s3)nc2n1,-3,-5,5,2,-2,-3,-16,1,-2.1
O=C(Nc1ccc(Cl)cc1C(=O)Nc1ccc(Br)cn1)c1ccco1,-2,11,6,-1,9,2,-6,3,1.4
Cc1ccccc1NC(=O)C(C#N)Cc1cccnc1 (configuration not stated),4,-4,4,-3,-5,-5,-3,-6,0.2
Cn1c(=O)c2c(SCc3cccnc3)nc(CC(C)(C)C)nc2n(C)c1=O,10,-23,-11,-1,-11,15,-16,7,1.4
O=C(NCc1ccco1)c1ccc(Br)c(S(=O)(=O)N2CCCCC2)c1,2,12,9,-4,8,6,-8,3,-1.2
CC(=O)CCc1c(C)c2cccc(C)c2[nH]c1=O,104*,8,5,-1,10,-5,-8,8,-2.2
Cc1cc(C)cc(NC(=O)CN(C)S(=O)(=O)c2cnc[nH]2)c1,-3,1,5,-1,-5,-4,-10,13,-4.9
C=C(C)c1cccc(C(C)(C)NC(=O)N2CCN(C)CC2)c1,25,-2,-3,-4,7,-11,0,-15,0.0
